# proKLK7 act = proKLK7 (human) activation, primary screen; P49862; purified proKLK7, EDANS-DABCYL substrate fluorescence; 100% is mature enzyme control, 0% vehicle; activation, % at 7 µM; hit rate 0.9% among 370,000; AID 652039;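 active means activation above the mean of all tested compounds plus 3 SD, computed per campaign excluding outliers beyond control limits, cut at about 13% in these data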
# Target sequence (P49862 whole entry, looked up): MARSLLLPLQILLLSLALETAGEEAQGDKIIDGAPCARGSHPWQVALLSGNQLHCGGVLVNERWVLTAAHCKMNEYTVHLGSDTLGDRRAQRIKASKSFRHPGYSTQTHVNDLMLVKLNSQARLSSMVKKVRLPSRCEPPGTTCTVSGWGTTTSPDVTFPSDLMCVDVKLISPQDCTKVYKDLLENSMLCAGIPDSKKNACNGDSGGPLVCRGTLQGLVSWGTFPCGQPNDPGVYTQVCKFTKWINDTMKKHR
# DAX1 inh-1 = inhibitors of DAX1 repression of SF-1 activated StAR promoter. AID 652010. hit rate 1.1% among 370,000. inhibition, % at 6.8 µM. HEK293T StAR-luciferase reporter, SF-1/DAX-1 repression relief;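 active means inhibition above the mean over all tested compounds plus 3 SD, cut at about 3.6% in these data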;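 further: 0% = DAX-1 cells with DMSO and 100% = cells lacking DAX-1 with DMSO; higher inhibition means more luminescence from relief of DAX-1 repression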
# ssDAF12 agonist = activates DAF-12 receptor from parasite S. stercoralis | hit rate 1% among 370,000 | AID 652126 | activation, % at 6.8 µM | HEK293 ssDAF-12/GRIP1 lit1-tk-luc reporter, luminescence; % of 3 µM dafachronic acid response;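 active means activation above the mean over all tested compounds plus 3 SD, cut at about 0.9% in these data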;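 further: 0% = DMSO-only wells and 100% = 3 µM delta7-dafachronic acid wells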
# NPR2 activator = GC-B (human) receptor activation | P20594 | HEK293-GC-B cells, CNP EC30, cGMP TR-FRET; 0% at EC30 CNP, 100% saturating CNP | activation, % at 10 µM | hit rate 0.11% among 370,000;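 active means activation at 10 µM reaching about 35% in either raw or pattern-adjusted values, limit read from the data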
# hgDAF-12 ag = hgDAF-12 agonism, primary luciferase screen; activation, % at 6.8 µM; HEK293 GAL4-hgDAF12 UAS-luciferase reporter, agonist luminescence; normalized to butyrate control; AID 687014; hit rate 1.8% among 370,000;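 active means activation above a cutoff set at the mean of all screened compounds plus 3 SD, cut at about 10% in these data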;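 further: 0% = DMSO wells and 100% = sodium butyrate wells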
# hcDAF-12 act = H. contortus DAF-12 activation, primary screen; AID 652067; HEK293 hcDAF-12 lit1-tk-luc reporter, luminescence; 0% DMSO, 100% Δ7-dafachronic acid; activation, % at 6.8 µM; hit rate 1.4% among 370,000;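 active means activation above the mean of all tested compounds plus 3 SD, cut at about 5.5% in these data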;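 further: 100% = response to 3 µM Δ7-dafachronic acid high control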
# DAX1 inh-2 = inhibitors of human orphan nuclear receptor DAX1 (NR0B1). inhibition, % at 6.75 µM. hit rate 0.99% among 340,000. AID 504766. HEK293 Gal4-DAX1 luciferase reporter, luminescence. P51843;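 active means inhibition above the mean over all tested compounds plus 3 SD, cut at about 4.2% in these data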;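 further: 0% = DAX1-transfected cells with DMSO and 100% = empty-vector control cells with DMSO; inhibition shows as a rise in luminescence from relieved DAX1 repression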
# Target sequence (P51843 207-470 limits assumed): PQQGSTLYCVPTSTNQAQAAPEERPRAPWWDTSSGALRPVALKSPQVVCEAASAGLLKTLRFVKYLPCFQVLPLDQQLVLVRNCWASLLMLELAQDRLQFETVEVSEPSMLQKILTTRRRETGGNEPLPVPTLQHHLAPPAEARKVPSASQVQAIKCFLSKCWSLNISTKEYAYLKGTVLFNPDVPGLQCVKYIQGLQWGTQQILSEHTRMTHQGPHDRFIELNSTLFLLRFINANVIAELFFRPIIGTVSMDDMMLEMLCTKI
# SMARCA2 act = SMARCA2 function activation, primary screen | MG213 cells, MMTV-luciferase reporter, dexamethasone, overnight | activation, % at 9.1 µM | hit rate 1% among 370,000 | AID 652017; in the data active means activation above about 7.8%;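 further: 0% = vehicle wells and 100% = reference activator wells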
# sPLA2-III inh = Blocks human group III sPLA2 activity; AID 743126; inhibition, % at 12.2 µM; hit rate 0.56% among 370,000; QFRET BODIPY PC-A2 liposome hydrolysis, fluorescence; Q9NZ20;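 active means inhibition above mean plus 3 SD of compounds lying within the high and low control bounds, cut at about 19% in these data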;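 further: 0% = median of test compound wells and 100% = no enzyme DMSO wells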
# Target sequence (Q9NZ20 whole entry, looked up): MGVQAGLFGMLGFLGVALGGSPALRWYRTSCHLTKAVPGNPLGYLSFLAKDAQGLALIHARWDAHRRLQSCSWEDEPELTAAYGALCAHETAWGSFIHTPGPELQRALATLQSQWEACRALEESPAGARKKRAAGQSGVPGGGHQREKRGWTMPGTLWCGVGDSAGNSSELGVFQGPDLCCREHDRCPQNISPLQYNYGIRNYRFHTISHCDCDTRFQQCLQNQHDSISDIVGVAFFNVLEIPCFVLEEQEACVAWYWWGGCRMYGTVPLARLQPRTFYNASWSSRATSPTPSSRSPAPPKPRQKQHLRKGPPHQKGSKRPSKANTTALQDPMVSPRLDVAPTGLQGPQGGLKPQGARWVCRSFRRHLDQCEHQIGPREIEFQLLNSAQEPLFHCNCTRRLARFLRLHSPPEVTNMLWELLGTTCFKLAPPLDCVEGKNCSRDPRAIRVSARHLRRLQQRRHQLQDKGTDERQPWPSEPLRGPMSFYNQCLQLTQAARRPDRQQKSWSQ
# GAA850 FXN act = activators of GAA850 frataxin (FXN) promoter; hit rate 0.56% among 360,000; AID 540364; HEK293 lucGAA850 FXN promoter luciferase reporter, 24 h; percent of 10 µM SAHA response; activation, % at 6 µM;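 active means activation above the average of all compounds screened plus 3 SD, cutoff fixed separately per campaign, cut at about 7.5% in these data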;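 further: 0% = DMSO wells and 100% = 10 µM SAHA wells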
# NPR1 activator = GC-A (human) enzyme activation; P16066; HEK293 GC-A cells, cGMP TR-FRET, EC30 ANP; 0% at EC30 ANP, 100% saturating ANP; activation, % at 10 µM; hit rate 0.14% among 370,000; in the data active means activation above about 40%
# Numbers without * were called inactive; nt = no result given.
SMILES,proKLK7 act,DAX1 inh-1,ssDAF12 agonist,NPR2 activator,hgDAF-12 ag,hcDAF-12 act,DAX1 inh-2,SMARCA2 act,sPLA2-III inh,GAA850 FXN act,NPR1 activator
O=C(C1=C[C@H](c2csc3ccccc23)C[C@H](OCc2ccc(CO)cc2)O1)N1CCN(Cc2ccccc2)CC1,1.3,-0.5,-1.7,-5,-2.2,-2.1,-1.2,0,-13,-1.4,-3
CC[C@]1(C(=O)OC)[C@H]2C(=O)N(C)C(=O)[C@H]2[C@H]2CN(C)C(=NC3CCCCC3)N21,0.5,-0.2,-1.2,-3,2.5,-1.6,-0.9,4,2,0.7,0
CCOc1ccc(N(CC(=O)N2CCN(c3ccc(F)cc3)CC2)S(=O)(=O)c2c(C)noc2C)cc1,0.1,-3.7,-1.3,4,-3.0,-1.3,1.2,0,-7,-2.6,-2
COc1ccc(/C=C/C(=O)Nc2cccc(S(=O)(=O)NC3=NCCCCC3)c2)cc1,1.2,-0.3,-1.4,-1,2.0,-1.0,2.2,0,-9,5.5,0
Cc1c(N/C(=N/S(=O)(=O)c2cc([N+](=O)[O-])ccc2Cl)c2ccccc2)c(=O)n(-c2ccccc2)n1C,0.0,0.3,-1.3,0,2.1,-1.1,-0.8,2,0,2.9,-2
CC[C@@H](CCCc1ccc(OC)cc1)CCC(=O)N(c1ccccc1)c1ccccc1,0.6,0.2,-1.6,10,-0.9,-0.5,nt,-5,-4,nt,3
COc1ccc(/C=N/NC(=O)c2cccnc2)cc1CN1CCOCC1,0.3,0.4,-1.9,-3,-0.9,0.3,0.0,4,3,-0.7,2
Cn1c2cc(Br)sc2c2cnn(Cc3c(F)cccc3Cl)c(=O)c21,0.1,0.1,-0.5,-5,1.5,0.6,0.3,-3,-27,1.3,1
Clc1ccc2nnnc(-c3ccccc3)c2c1,0.0,-0.4,-0.3,-6,7.9,-0.1,-1.9,1,7,-8.2,-5
CCOCCc1nnc(NC(=O)COC)s1,0.2,0.0,-0.9,2,-1.3,-0.1,0.3,1,0,-0.5,1
CCn1cc(S(=O)(=O)N2CCN(Cc3ccc(F)cc3)CC2)cn1,1.4,-0.8,-1.2,-5,-0.9,-1.5,0.5,-3,-5,3.5,-2
CCn1cnc2c(Nc3cccc(Cl)c3)nc(C#N)nc21,0.3,0.8,-0.7,-5,6.8,4.0,2.2,4,1,5.5,8
COCc1ccc(C(=O)N2CCN(CC(=O)N3CCCC3)CC2)cc1,-0.5,1.4,-0.5,-1,-3.3,1.7,0.1,-3,-3,-0.3,4
CCOC(=O)N1CCN(c2c(N3CCN(c4ccccc4OC)CC3)c(=O)c2=O)CC1,0.6,-0.9,-1.1,9,1.2,-1.2,-0.5,0,2,0.3,-1
O=C(c1ccco1)N1CCN(C(=O)c2cc(-c3ccccc3)nc3ccccc23)CC1,0.2,0.7,-1.1,-4,-0.6,-0.7,-0.4,1,-15,0.2,1
O=C1C2C3C=CC(C3)C2C(=O)N1/N=C/c1cc(Br)cc([N+](=O)[O-])c1O (stereo not given),-0.7,1.1,-0.8,1,1.4,-0.3,2.7,1,-9,0.4,7
CC(C)=CCC(C)(C)/C=N/NC(N)=O,0.2,0.5,-1.9,1,-0.7,-1.0,0.0,-7,19,0.7,4
CC(C)CC(C(=O)Nc1ccc2c(c1)OCCO2)N1C(=O)c2ccccc2C1=O (stereo not given),0.1,-0.3,-1.0,2,-0.5,-0.4,0.5,1,-1,1.5,2
CCCCc1ccc(-n2c(Cc3cccs3)n[nH]c2=S)cc1,0.0,-0.4,-0.9,-7,0.8,-0.1,-0.4,-1,-1,5.8,-4
COC(=O)C1CCN(S(=O)(=O)c2ccc(Br)s2)CC1,-0.3,-0.1,-1.9,-3,-0.2,-0.3,2.2,-1,-1,2.7,-1
COc1ccc(-n2c(SCC(=O)NC3CCCCCC3)nnc2-c2ccncc2)cc1,0.3,-0.5,-0.8,-2,0.9,-1.2,nt,2,5,nt,-2
O=C(C1CCC1)N1CCc2cc(S(=O)(=O)N3CCN(c4ccccc4F)CC3)ccc21,0.2,-0.5,-0.2,-3,4.4,-0.8,nt,0,4,nt,0
CC(=O)c1cc(-c2ccccc2)n(CCC(=O)NC2CCCC2)c1C,0.6,0.1,-1.6,1,0.2,-0.1,-1.2,-1,0,0.9,-3
COc1ccccc1C(=O)Nc1ccccc1C(=O)N1C(C)CCCC1C (stereo not given),0.2,-0.4,-1.6,3,-1.1,-0.8,0.6,0,-1,1.6,-1
CCC(C)[C@H](NC(=O)C1(c2ccccc2)CCN(C(=O)OC(C)(C)C)CC1)C(=O)N[C@@H](C(=O)O)c1ccccc1 (stereo not given in full),0.2,0.5,-1.6,-3,1.0,1.4,1.5,-2,-15,-1.6,0
CCc1cc(=O)oc2cc3occ(-c4ccc(OC)c(F)c4)c3cc12,-2.6,-2.1,-0.9,1,2.1,-0.6,-1.3,-3,16,-1.8,2
COc1ccccc1NCC(=O)N/N=C/c1c(O)ccc2ccccc12,-7.6,-1.7,-1.0,-2,-7.8,-0.4,-2.3,-3,13,-1.6,0
Cc1cccc(NC(=O)/C(C#N)=C/c2ccccc2Cl)n1,-0.1,-0.1,-1.3,-10,-0.5,-0.1,0.1,-3,-7,1.9,-11
COc1ccc(NC(=O)c2cc(=O)c3ccccc3o2)cn1,-0.1,0.7,-1.3,-6,3.1,-1.1,0.9,1,0,-1.2,-1
CCCN(C(=O)c1ccc(N(C)S(=O)(=O)c2ccc(C)cc2)cc1)C1CCS(=O)(=O)C1 (stereo not given),0.7,-0.9,-1.1,4,-1.3,-1.1,1.5,-1,6,-0.7,2

# Shown field by field: 2 of the compounds above
CCCN(C(=O)c1ccc(N(C)S(=O)(=O)c2ccc(C)cc2)cc1)C1CCS(=O)(=O)C1 (stereo not given)
  proKLK7 act = 0.7
  DAX1 inh-1 = -0.9
  ssDAF12 agonist = -1.1
  NPR2 activator = 4
  hgDAF-12 ag = -1.3
  hcDAF-12 act = -1.1
  DAX1 inh-2 = 1.5
  SMARCA2 act = -1
  sPLA2-III inh = 6
  GAA850 FXN act = -0.7
  NPR1 activator = 2

CCc1cc(=O)oc2cc3occ(-c4ccc(OC)c(F)c4)c3cc12
  proKLK7 act = -2.6
  DAX1 inh-1 = -2.1
  ssDAF12 agonist = -0.9
  NPR2 activator = 1
  hgDAF-12 ag = 2.1
  hcDAF-12 act = -0.6
  DAX1 inh-2 = -1.3
  SMARCA2 act = -3
  sPLA2-III inh = 16
  GAA850 FXN act = -1.8
  NPR1 activator = 2

# (next part)
SMILES,proKLK7 act,DAX1 inh-1,ssDAF12 agonist,NPR2 activator,hgDAF-12 ag,hcDAF-12 act,DAX1 inh-2,SMARCA2 act,sPLA2-III inh,GAA850 FXN act,NPR1 activator
O=C(OCc1cncs1)c1ccccc1,0.1,0.1,-1.4,2,-1.0,0.4,-0.8,0,-1,0.1,1
O=C1N/C(=N/S(=O)(=O)Cc2ccccc2)S/C1=C/c1ccc2c(c1)OCO2,1.7,0.7,0.1,-5,0.4,-0.2,-2.3,0,-35,0.7,4
CCOC1=C2[C@@H](CN(S(=O)(=O)c3ccccc3C)[C@H]2c2ccc(Cl)cc2)[C@H]2C(=O)N(c3ccccc3)C(=O)[C@H]2C1,-0.8,-0.5,-1.4,5,-0.5,-1.1,nt,-6,-44,nt,0
Cc1ccc(C(=O)Nc2ccc(C(=O)N/N=C/c3c[nH]c4ccccc34)cc2)cc1,-11,-1.3,0.2,7,3.7,7.3*,1.2,3,-11,-0.6,-2
COC(=O)c1cc(C(=O)OCC(=O)NC2CCCCCCC2)cc([N+](=O)[O-])c1,0.2,-0.2,-1.1,-2,-0.1,-0.3,0.5,1,1,0.0,-4
O=S(=O)(Cc1ccccc1Cl)NCCOc1ccccc1,-0.4,-0.3,-1.8,0,0.5,-1.4,-0.9,-3,-4,-0.2,1
COc1cc(C2C(C#N)=C(N)Oc3c2oc(CO)cc3=O)cc(OC)c1OC (stereo not given),-0.4,0.1,-1.5,2,0.5,-1.9,-1.1,-1,-1,1.1,-1
CCn1c(CSc2nc3ccccc3s2)nnc1SCC(=O)c1ccc(O)c(O)c1,0.4,-0.7,-1.0,-5,-0.4,0.5,-0.1,-1,5,1.7,-4
Brc1cccc(-c2nnco2)c1,0.6,-0.3,-1.0,2,0.1,-0.3,-1.5,-3,1,0.9,2
Cc1c(OC(C)C(=O)NC(Cc2c[nH]c3ccc(O)cc23)C(=O)O)ccc2c1oc(=O)c1ccccc12 (stereo not given),-1.1,-0.2,-1.2,-2,-0.4,1.4,4.0,-1,-31,-0.1,4
N#Cc1cc([N+](=O)[O-])ccc1Oc1cccc(/C=N/NC(=O)c2ccc(Cl)cc2)c1,0.3,0.3,-1.0,-5,1.7,-0.7,-1.2,-2,4,-0.8,2
CCCc1[nH]nc2c1C(c1cc(OC)ccc1F)C(C#N)=C(N)O2 (stereo not given),0.4,0.1,-1.0,-4,-0.5,-1.2,-0.2,0,-11,1.8,-10
COC(=O)c1c(-c2ccccc2Cl)noc1-c1cnc(N)nc1C(F)(F)F,0.3,0.3,-1.2,-8,-2.9,-0.6,0.7,1,2,0.7,-17
Nc1[nH]nc2nc(N3CCOCC3)nc(-c3ccccc3)c12,0.1,0.4,-1.7,-2,2.1,0.4,0.5,1,-1,-2.1,-8
CC(C)(C)C(=O)NC(=S)Nc1ccc(C(F)(F)F)cc1,-0.5,0.2,-0.1,1,-1.8,-0.4,4.0,-2,21*,-0.1,5
CC(Oc1ccc(F)cc1)C(=O)N(Cc1ccccc1)c1c(N)n(Cc2ccccc2)c(=O)[nH]c1=O (stereo not given),0.2,1.1,-0.7,-2,0.6,-1.8,0.6,-2,-2,-7.1,-2
Cc1ccc(NC(=O)c2ccccc2)cc1,-0.2,1.6,0.5,7,14*,2.7,1.9,4,-2,4.1,8
COc1ccccc1NS(=O)(=O)c1ccc(C)c(C(=O)NCc2cccnc2)c1,0.3,2.8,-0.7,6,0.2,2.1,-0.1,-4,-4,0.4,1
Cc1ccc(-c2nc(Nc3cccc(C)c3)sc2CC(=O)O)cc1,0.3,3.5,0.0,5,17*,2.6,1.1,3,1,4.4,0
Cc1cccc(O)c1C,-0.8,0.4,-1.4,-6,1.1,1.3,0.5,-3,0,-2.4,1
CC1=C(C(=O)N(C(C)C)C(C)C)CC(CC(=O)NCCCCc2ccccc2)C(=O)N1Cc1ccccc1 (stereo not given),0.7,-0.6,-0.6,-1,-2.6,-1.7,-0.5,0,-5,-4.4,-5
COc1ccc(Cl)cc1NC(=S)N1CCN(C(=O)C2CCCO2)CC1 (stereo not given),-0.1,0.1,-0.4,3,2.3,0.9,1.8,-2,4,-1.9,4

# Looked up above:
# Entry for COc1ccc(NC(=O)c2cc(=O)c3ccccc3o2)cn1 in DAX1 inh-1: 0.7
# Entry for CCn1cnc2c(Nc3cccc(Cl)c3)nc(C#N)nc21 in proKLK7 act: 0.3
# Entry for Cc1ccc(C(=O)Nc2ccc(C(=O)N/N=C/c3c[nH]c4ccccc34)cc2)cc1 in hcDAF-12 act: 7.3*

# Bioassay records from PubChem BioAssay.
